Screening data deposited in PubChem by National Center for Advancing Translational Sciences (NCATS).
Lipid storage S3: qHTS Assay for Lipid Storage Modulators in Drosophila S3 Cells | hit rate 0.64% among 320,000 | Drosophila S3 cells, BODIPY lipid droplet fluorescence, 18-24 h; cells fed with added oleic acid | lipid storage change, negative = inhibition, % at the top dose, mostly 46.1 µM; hits show Potency in µM; active = well fitted inhibition curve with a large enough effect in the signal ratio, with a control signal flat, not every such curve was filed as active; inconclusive = small, poorly fitted or top-dose-only effect, or effect the other way, or a change in a side signal; the % refers to the signal ratio
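Drosophila S3 cells loaded with oleic acid (400 uM, as added) and compounds at several concentrations; lipid droplets imaged by 488-nm laser-scanning cytometry, 500–530 nm intensity and object ratio to cell channel. Percent activity normalized to 20 uM Triacsin C.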
Lipid storage S3 cell count max: recorded beside Lipid storage S3, whose call it bears; cell number change, %; measured here: cell count max response;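 cells counted by Cell Tracker Red CMTPX staining in the red channel; peak over a dose series mostly up to 46.1 µM; percent activity relative to internal control wells on each plate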
An asterisk follows results filed as active; i = inactive; ? = inconclusive; . = not tested or not shown. % is scaled to controls: 0 for no effect and ±100 for the full control effect; potency is read from the fitted curve at half-maximal effect.

Each structure is followed by: Lipid storage S3	Lipid storage S3 cell count max
> Clc1ccc(SCCn2ccnc2)cc1
    13%	-1
> CCOC(=O)C(CC)Sc1nc2c(c(=O)[nH]c(=O)n2C)n1C/C=C(/C)Cl (centres undefined)
    i	.
> Cn1c(N)c(C(=O)COC(=O)CCCc2nc3ccccc3s2)c(=O)n(C)c1=O
    ?	.
> Cn1c(SCCSc2nnc(-c3ccccc3)n2C)nnc1-c1ccccc1
    10%	0
> CN(C)CCn1c2c(c(SCC(=O)Nc3ccccc3C(F)(F)F)nc1=O)CCCC2
    ?	.
> CCOC(=O)c1[nH]c(C)c(C(=O)N2CCN(c3ccccc3)CC2)c1C
    ?	.
> CCCCC(C(=O)OCC)C(N)Cc1ccc(F)cc1 (centres undefined)
    4%	-13
> CCN=C1S/C(=C\c2ccc(OCC)c(OC)c2)C(=O)N1CC
    ?	.
> COc1cccc(/C=N/NC(=O)C(C)n2nnc3ccccc32)c1 (centres undefined)
    16%	12
> CCC/S(C)=N/S(=O)(=O)c1ccc(C)cc1 (centres undefined)
    -7%	2
> COc1cccc2c(C)cc(N3CCCCCC3)nc12
    ?	.
> COc1cc(OC)c2cc[nH]c2c1
    2%	12
> CCOc1ccc(N(CC(=O)NCCSCc2ccc(C)cc2)S(C)(=O)=O)cc1
    ?	.
> Cc1cnc(C)c(N2CCN(Cc3nc(-c4cccc(F)c4F)oc3C)CC2)n1
    4%	.
> O=C(NCc1ccccc1CN1CCCC1)C1CCN(S(=O)(=O)c2ccc(F)c(F)c2)CC1
    ?	.
> O=C(O)CN1C(=O)NC2(CCc3ccccc32)C1=O (centres undefined)
    ?	.
> CCOC(=O)c1[nH]c(C)c(C(=O)N2CCN(c3ccc(F)cc3)CC2)c1C
    i	.
> CCc1ccc(OCC(=O)Nc2nnc(-c3ccco3)s2)cc1
    ?	.
> Cc1cccc(-c2nc3ccccc3c(=O)n2NC(=S)N(C)C)c1
    6%	0
> CC(Sc1nnc2ccccn12)C(=O)Nc1ncc(Cl)cc1Cl (centres undefined)
    i	1
> CC(=O)c1cccc(NC(=O)c2ccc(Br)o2)c1
    ?	.
> Cc1c(C)n(Cc2ccccc2)c2ncnc(NCCCO)c12
    -5%	14
> Cc1cc(Nc2ccccc2)n(CCC#N)n1
    ?	.
> COc1cc(C(=O)N(Cc2cccnc2)Cc2cc3cc4c(cc3[nH]c2=O)OCCO4)cc(OC)c1OC
    -20%	-19
> COc1cc(OC)c(C(=O)Nc2cccc(C(C)=O)c2)cc1OC
    ?	.
> Cc1ccc(C2C=C(c3ccccc3OC(F)F)Nc3ncnn32)cc1 (centres undefined)
    ?	.
> Cc1nnc(SCC(=O)N2c3ccccc3Sc3ccccc32)n1N
    i	-6
> CCOCCCNC(=O)Cc1ccc(Br)cc1
    ?	.
> O=C(COC(=O)/C=C/c1ccccc1Cl)NC(=O)NCc1ccccc1
    -24%	.
> CC(=O)c1cccc(NS(=O)(=O)N(C)C)c1
    ?	.
> COc1cc(OC)c(OC)cc1CN1CCN(Cc2cccc(F)c2)CC1
    ?	.
> O=C(CCn1nc(-c2ccc(Cl)cc2)ccc1=O)NCc1ccccn1
    -9%	-3
> CN(C)c1ccc(NC(=O)CN2CCN(S(=O)(=O)c3cc(Cl)ccc3Cl)CC2)cc1
    ?	.
> CCn1c(C)c(C)c2cc(C(=O)NCCCN3CCOCC3)ccc21
    ?	.
> Cc1ccc(C2CC(=O)c3cnc(N4CCN(c5ccccc5)CC4)nc3C2)cc1 (centres undefined)
    13%	-1
> O=C(COc1ccc(Cl)cc1Cl)Nc1ccc(-c2ccc(N3CCOCC3)nn2)cc1
    ?	.
> Cc1cc2nc3c(c(C(F)(F)F)n2n1)CCCC3
    ?	.
> O=C(NCCCN1CCOCC1)c1cc2c(=O)[nH]c3ccccc3c2s1
    12%	-4
> Cc1ccc(C(=O)Nc2cccc(C(=O)N/N=C/c3ccccc3F)c2)cc1
    i	-2
> CC(=O)Nc1ccccc1NC(=O)c1cccc2ccccc12
    ?	.
> COc1ccc(CN(Cc2cc3cccc(C)c3[nH]c2=O)C(=O)N(C)C)cc1
    ?	.
> Cc1cc(NC(=O)C23CC4CC(C2)CC(n2cnc([N+](=O)[O-])n2)(C4)C3)no1
    10%	.
> O=C(c1ccc(S(=O)(=O)N2CCCCC2)cc1)N1CCCc2ccccc21
    i	-9
> Cc1ccc(NCCc2ccc(C)nc2)cc1
    ?	.
> O=C(c1noc2c1CCCC2)N1CCN(Cc2ccccc2)CC1
    ?	.
> Cc1ccc(/C=C/S(=O)(=O)N2CCC(C(=O)O)CC2)cc1
    ?	.
> Cc1ccc(C(=O)N(c2c(C)n(C)n(-c3ccccc3)c2=O)C(C)C)cc1
    0%	6
> Fc1ccc(N2CCN(Cc3c[nH]c4ccccc34)CC2)cc1
    1%	-7
> CCCN1CCC(=O)N([C@H](CSc2ccccc2)Cc2ccccc2)CC1
    -9%	1
> Nc1nnc(SCC(=O)N2CCc3ccccc32)n1-c1ccccc1
    i	.
> O=C(CN(Cc1cccs1)C(=O)CCC(=O)Nc1ccccn1)NCc1ccccc1
    -3%	-1
> Cc1ccn2cc(C(=O)Nc3nnc(C)s3)nc2c1
    ?	.
> COc1ccc(COC(=O)C2=C(C)NC(=O)NC2c2cc(OC)ccc2OC)cc1 (centres undefined)
    -22%	-14
> COc1ccccc1-c1nnc2n1N=C(c1ccc(O)c(O)c1)CS2
    ?	.
> C=CCONC(=O)c1cc(OCC(F)(F)F)ccc1OCC(F)(F)F
    16%	2
> CCc1nnc(NS(=O)(=O)c2ccc(NC(=S)NC(=O)c3ccncc3)cc2)s1
    1%	5
> CN(c1ccc(C(=O)Nc2ccc(F)cc2F)cc1)S(=O)(=O)c1ccccc1
    ?	.
> Cc1c(NC(=O)CN2C(=O)NC3(CCCCC3C)C2=O)cccc1[N+](=O)[O-] (centres undefined)
    ?	.
> Cn1cc(C(=O)N2CCCC(Nc3ccc(F)cc3)C2)c2ccccc21 (centres undefined)
    i	.
> Cc1cccc(C)c1-n1c(C)cc(/C=N/NC(N)=S)c1C
    ?	.

The final 2 records of the section above lead into the next.
Each structure is followed by: Lipid storage S3	Lipid storage S3 cell count max
> Cn1cc(C(=O)N2CCCC(Nc3ccc(F)cc3)C2)c2ccccc21 (centres undefined)
    i	.
> Cc1cccc(C)c1-n1c(C)cc(/C=N/NC(N)=S)c1C
    ?	.
> COc1ccc(/C=N/n2cnc3c([nH]c4ccc(F)cc43)c2=O)cc1CSc1ccccn1
    ?	.
> Cc1nnc(SCc2nc3scc(-c4ccccc4)c3c(=O)[nH]2)s1
    11%	13
> O=c1c2ccccc2ncn1-c1cccc(Cl)c1
    1%	-1
> O=C(Cc1ccc([N+](=O)[O-])cc1)c1ccc(O)cc1O
    -9%	11
> Cn1c(=O)n(CC(=O)NCC2CCCO2)c(=O)c2c3c(sc21)COC(C)(C)C3 (centres undefined)
    9%	-3
> Cc1ccc(-c2noc(-c3cc4ccccc4oc3=O)n2)cc1
    -19%	-10
> Cc1ccc(S(=O)(=O)c2cc3c(=O)n4cccc(C)c4nc3n(CC3CCCO3)c2=N)cc1C (centres undefined)
    13%	7
> COc1ccccc1S(=O)(=O)Cc1ccc(C(=O)NCc2ccco2)o1
    i	.
> CCc1nn(CC(=O)NCCCN(CC)c2cccc(C)c2)c(=O)c2cc3occc3n12
    8%	-11
> C/C(=N\Nc1cc(C(F)(F)F)ccc1Cl)c1ccncc1
    ?	.
> Cc1ccccc1NC(=O)Cc1nc(COC(=O)COc2ccc(C(C)(C)C)cc2)cs1
    i	-12
> Cc1cc(NC(=O)c2cccnc2Cl)ccc1NC(=O)c1cc2ccccc2o1
    i	-2
> Cc1cc(C(=O)OCC(=O)c2ccc(Br)s2)c(C)o1
    8%	9
> C=CCOc1ccc(CN(C)CC(O)COc2cccc3ccccc23)cc1 (centres undefined)
    ?	.
> CCc1cccc2c(N=O)c(O)[nH]c12
    18%	1
> COc1ccc(N(CC(=O)NCCSC2CCCCC2)S(=O)(=O)c2ccc(C)cc2)cc1
    i	-15
> Cn1c(=O)c2c(ncn2CC(=O)N2CCN(S(=O)(=O)c3ccc(Cl)cc3)CC2)n(C)c1=O
    12%	17
> COc1ccc(C(=O)N/N=C(\C)Cn2nc([N+](=O)[O-])cc2C)cc1
    ?	.
> NS(=O)(=O)c1ccc(CNC(=O)CSc2nc3ccc(Cl)cc3[nH]2)cc1
    -1%	-16
> CCc1nc(NC2CCCCC2)c(C#N)c2c1COC(C)(C)C2
    ?	.
> CCOC(=O)c1ccc(NC(=S)N(CCCN2CCCCC2)Cc2ccco2)cc1
    24%	5
> COC(=O)[C@H](CCSC)NC(=O)Nc1ccc(C(C)=O)cc1
    -14%	1
> OCCCCNCc1cc(Br)ccc1OCc1ccccc1F
    10%	-6
> Cc1cccc(N2CCN(C(=O)c3ccc(N4CCCC4=O)cc3)CC2)c1C
    ?	.
> CCc1cc2c3c(c1)/C(=C1/SC(N)=NC1=O)C(=O)N3C(C)(C)C=C2C
    ?	.
> COc1cccc(NC(=S)NNC(=O)Cn2nc(C(F)(F)F)cc2C)c1
    ?	.
> Cc1cccc(NC(=O)COC(=O)Cc2cccc(C(F)(F)F)c2)c1C
    -11%	.
> CCOC(=O)c1cnc(-n2nc(C)cc2C)[nH]c1=O
    ?	.
> COc1cccc(OCC(=O)NNC(=O)C(=O)Nc2cccc(C)c2)c1
    ?	.
> COc1ccc(C(=O)Nc2ccc(S(=O)(=O)Nc3nccnc3OC)cc2)cc1
    ?	.

Three entries already listed, sorted by the number in Lipid storage S3 cell count max, ascending.
Molecule	Lipid storage S3 cell count max
NS(=O)(=O)c1ccc(CNC(=O)CSc2nc3ccc(Cl)cc3[nH]2)cc1	-16
Cc1ccc(S(=O)(=O)c2cc3c(=O)n4cccc(C)c4nc3n(CC3CCCO3)c2=N)cc1C (centres undefined)	7
Cc1nnc(SCc2nc3scc(-c4ccccc4)c3c(=O)[nH]2)s1	13

Later entries.
Each structure is followed by: Lipid storage S3	Lipid storage S3 cell count max
> O=C(NCc1ccccc1Cl)C1CCC(=O)N1Cc1ccc(F)cc1 (centres undefined)
    ?	.
> COC(=O)c1ccc(N=C2SCC(=O)N2C)cc1
    i	23
> O=C(N/N=C/c1ccc[nH]1)c1cccc(Br)c1
    23%	16
> COCCSc1ccccc1C(=O)N1CCC(Cc2ccccc2)CC1
    3%	18
> O=C(CSc1nnc2n(C3CCCCC3)c(=O)c3ccccc3n12)OC1CCCCC1
    ?	.
> O=C(NNC(=O)C1CCC1)c1ccc(Br)cc1
    27%	20
> Cc1ccc(NC(=O)C(C)N2C(=O)c3ccccc3S2(=O)=O)cc1Cl (centres undefined)
    ?	.
> Cc1ccccc1-c1nnn(Cc2ccc(-c3nn[nH]n3)cc2)n1
    -5%	-3
> Cc1cc(Br)ccc1NC(=O)CN(C)C(=O)CNC(=O)Cc1ccccc1
    ?	.
> Cc1ccc2[nH]c3c(c2c1)CN(C(C)C)CC3
    i	.
> O=C(O/N=C\c1ccc(N2CCCCC2)c([N+](=O)[O-])c1)c1cccc(Cl)c1
    -6%	5
> O=C1C2C3C=CC(CC3)C2C(=O)N1c1ccc(Cl)cc1Cl (centres undefined)
    i	-7
> CCOc1ccc(NC(=O)c2[nH]c(C)c(C(C)=O)c2C)cc1
    ?	.
> Cc1ccc(NC(=O)CSc2nccn(-c3ccc4c(c3)OCCO4)c2=O)cc1
    ?	.
> Nn1c(SCc2csc(-c3ccccc3)n2)nnc1-c1cccs1
    ?	.
> Cc1cc(C)n(C(=O)CCC(=O)NCc2ccccc2)n1
    ?	.
> O=C(Oc1ccc(Br)cc1C(=S)N1CCOCC1)c1ccccc1
    ?	.
> O=C(NC1(Cc2ccccc2)CCN(CCCc2ccccc2)C1=O)c1ccccc1 (centres undefined)
    ?	.
> OCCOc1cccc(CN2CCC(CO)(CCOc3ccccc3)CC2)c1
    ?	.
> Cn1c(=O)n(C)c2cc(NC(=O)c3ccccc3NS(C)(=O)=O)ccc21
    i	-7
> Cc1cccc(Oc2ncc(-c3ccc(Cl)cc3)cn2)c1
    -3%	-17
> Cc1oc(CC(C)C)c(CN2CCCC2)c1C(=O)O
    ?	.
> Cc1ccc(CCC(=O)Nc2ccccc2F)s1
    ?	.
> CC(C)OC(=O)Cn1nc(C(c2ccccc2)c2ccccc2)oc1=O
    i	.
> C=CCNc1oc(-c2cccc3ccccc23)nc1C#N
    ?	.
> O=C(CCCn1c(=O)[nH]c2ccccc2c1=O)Nc1ccc(F)cc1
    -16%	-2
> COc1cc(OC)cc(C(=O)NN(CCC#N)C2=NS(=O)(=O)c3ccccc32)c1
    ?	.
> CN1CCN(CCC(=O)Nc2ccc(Br)cc2)CC1
    6%	8
> COc1ccc(CCNC(=O)C2CCN(C(=O)c3ccccc3)CC2)cc1
    ?	.
> COc1ccc2c(c1)c(CC(=O)Nc1ccc(C(C)=O)cc1)c(C)n2C(=O)c1ccc(Cl)cc1
    ?	.
> O=C(CN1C(=O)CCS(=O)(=O)c2ccccc21)NCc1ccc2c(c1)OCO2
    15%	-19

Profiles, looked up by structure. Values in the order: Lipid storage S3 | Lipid storage S3 cell count max
Record of Cc1ccccc1-c1nnn(Cc2ccc(-c3nn[nH]n3)cc2)n1 → -5% | -3
Record of O=C(NCc1ccccc1Cl)C1CCC(=O)N1Cc1ccc(F)cc1 (centres undefined) → ? | .

An excerpt; the hit share may differ from the screen's.
